High-throughput results from PubChem.
GalR3 antag = blocks the human galanin receptor 3; HEK293 GalR3-CNG cAMP membrane potential fluorescence; galR3 body fused to GalR1 C-terminus; inhibition, % at 3 µM; actives 0.44% (n = 360,000); AID 651719;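 active = inhibition above the screen-wide average plus 3 SD, cut at about 13% in these data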;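 note: forskolin and galanin both at EC90 stimulate the cells; cAMP rise reported by CNG channel membrane potential dye signal; 0% = forskolin plus galanin with DMSO and 100% = forskolin alone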
CRFBP-R2 block = antagonists of CRF-binding protein/CRF-R2 receptor complex | HEK293 CRF-R2/CRF-BP, CRF-induced calcium fluorescence | inhibition, % at 11.8 µM | actives 0.59% (n = 350,000);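 active = inhibition of the ligand-induced calcium signal above about 50% at the single tested concentration, limit read from the data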
SUMO HTRF inh = blocks human SUMOylation mediated by UBC9; inhibition, % at 35 µM; HTRF SUMOylation assay, SAE1/SAE2 + UBC9, in vitro; P63279; actives 0.36% (n = 290,000); in the data active = inhibition above about 50%, passing the limit was not always enough; note: strong numbers were not always called active
IDE inh = cellular human IDE inhibition; P14735; HEK cells, FAbetaB cleavage, fluorescence polarization; inhibition, % at 5.59 µM; actives 0.41% (n = 320,000); AID 434962;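 active = percent inhibition above the average of all tested compounds plus 3 SD, set per screening campaign, cut at about 16% in these data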;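 note: IDE supplied by intact live HEK cells; FP after avidin binding of uncleaved biotin substrate so inhibition keeps polarization high; 0% = DMSO wells and 100% = 60 µM reference IDE inhibitor Ii1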
pCIP destab = compounds decreasing mouse p/CIP protein stability; Q05BA5; F442A p/CIP-EGFP cells, EGFP fluorescence, 16 h; decrease of EGFP signal, % at 10 µM; actives 0.01% (n = 290,000); AID 1984;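 active = EGFP signal decrease of at least 30% at 10 µM or well 3 SD below plate mean, unless failing retest; inactive = the rest, including hits failing retest or dose response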; note: some compounds called inactive have numbers as strong as hits; many of its hits are not listed in these tables
Target sequence (Q05BA5 1-1403): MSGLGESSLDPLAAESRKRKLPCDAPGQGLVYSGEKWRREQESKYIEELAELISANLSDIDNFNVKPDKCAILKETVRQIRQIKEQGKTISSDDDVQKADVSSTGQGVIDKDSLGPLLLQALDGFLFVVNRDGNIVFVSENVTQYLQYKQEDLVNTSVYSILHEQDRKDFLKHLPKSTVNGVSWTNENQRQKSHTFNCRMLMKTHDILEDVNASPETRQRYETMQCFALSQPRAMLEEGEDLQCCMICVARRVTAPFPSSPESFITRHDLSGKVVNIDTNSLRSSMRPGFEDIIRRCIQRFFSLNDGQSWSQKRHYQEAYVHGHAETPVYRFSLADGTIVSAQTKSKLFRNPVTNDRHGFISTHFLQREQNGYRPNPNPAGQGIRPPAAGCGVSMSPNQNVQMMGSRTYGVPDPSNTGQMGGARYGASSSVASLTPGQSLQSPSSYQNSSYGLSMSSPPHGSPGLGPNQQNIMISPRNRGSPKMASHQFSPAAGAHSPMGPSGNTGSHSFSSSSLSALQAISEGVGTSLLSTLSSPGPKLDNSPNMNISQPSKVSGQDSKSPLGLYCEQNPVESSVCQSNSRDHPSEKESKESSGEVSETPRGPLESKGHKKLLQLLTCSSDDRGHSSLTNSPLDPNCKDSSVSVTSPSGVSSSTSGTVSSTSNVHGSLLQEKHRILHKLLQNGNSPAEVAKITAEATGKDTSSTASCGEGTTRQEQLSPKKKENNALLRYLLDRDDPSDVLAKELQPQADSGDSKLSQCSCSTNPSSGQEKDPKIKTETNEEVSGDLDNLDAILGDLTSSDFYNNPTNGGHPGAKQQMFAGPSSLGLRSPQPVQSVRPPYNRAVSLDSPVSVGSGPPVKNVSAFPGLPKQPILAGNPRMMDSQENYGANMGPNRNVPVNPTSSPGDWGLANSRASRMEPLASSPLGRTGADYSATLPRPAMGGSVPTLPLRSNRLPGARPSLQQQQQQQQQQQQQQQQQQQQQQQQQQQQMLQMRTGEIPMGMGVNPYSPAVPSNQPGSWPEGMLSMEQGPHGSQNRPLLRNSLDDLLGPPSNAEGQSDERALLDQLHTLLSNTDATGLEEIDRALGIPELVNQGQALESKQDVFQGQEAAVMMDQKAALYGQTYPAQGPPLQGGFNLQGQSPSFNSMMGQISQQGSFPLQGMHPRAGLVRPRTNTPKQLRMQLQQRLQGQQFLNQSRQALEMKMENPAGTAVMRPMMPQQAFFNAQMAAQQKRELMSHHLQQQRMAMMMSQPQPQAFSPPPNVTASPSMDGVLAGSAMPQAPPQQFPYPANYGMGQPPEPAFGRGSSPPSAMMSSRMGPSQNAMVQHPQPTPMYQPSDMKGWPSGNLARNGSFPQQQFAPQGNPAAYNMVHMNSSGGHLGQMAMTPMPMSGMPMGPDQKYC
VIM-2 inh = inhibitors of Pseudomonas aeruginosa VIM-2 metallo-beta-lactamase; inhibition, % at 5.6 µM; purified VIM-2, nitrocefin hydrolysis, epi-absorbance fluorescence; actives 0.89% (n = 290,000);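 active = inhibition above the mean of all tested compounds plus 3 SD, cutoff set per screening run, cut at about 7.5% in these data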;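 note: red hydrolysis product quenches plate fluorescence so inhibitors raise well fluorescence; 0% = enzyme with DMSO and 100% = DMSO without enzyme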
IMP-1 inhibitor = inhibitors of Pseudomonas aeruginosa IMP-1 metallo-beta-lactamase; purified IMP-1, nitrocefin hydrolysis, epi-absorbance fluorescence; inhibition, % at 5.6 µM; actives 0.45% (n = 290,000);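 active = inhibition above the mean plus 3 SD of all compounds in the same screening run, cut at about 4.5% in these data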;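 note: 0% = IMP-1 with DMSO and 100% = DMSO wells lacking enzyme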
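System: purified IMP-1; amount: IMP-1 0.2 nM before substrate addition; compound: single dose, 5.6 µM; times: 25 °C, 15 min preincubation, 25 min reaction; signal: Epi-absorbance via hydrolysed-nitrocefin quenching of white-plate fluorescence, 480/530 nm, EDTA stop; benchmarks: DMSO with and without IMP-1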
NS3 helicase inh = inhibitors of Hepatitis C virus NS3 helicase; NS3 helicase DNA unwinding, Cy5 molecular beacon fluorescence; inhibition, % at 10.9 µM; actives 0.56% (n = 290,000);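 active = inhibition above the mean of all tested compounds plus 3 SD, set per campaign, cut at about 35% in these data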;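 note: 0% = DMSO wells and 100% = thioflavine S control wells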
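Measured by: Cy5 fluorescence, 0 and 60 min reads / Assay system: NS3 helicase fragment of HCV / Control set: low DMSO, high thioflavine S at 110 µM / Times: 1 h reaction at 25 °C, ATP-initiated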
IDE act = activators of human insulin-degrading enzyme in cells. HEK cells, FAbeta-B cleavage, fluorescence polarization; 0% vehicle, 100% cell-free pure enzyme wells. actives 0.073% (n = 340,000). activation, % at 5.96 µM. P14735;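 active = activation above the mean of all tested compounds plus 3 SD, set per screening campaign, cut at about 17% in these data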
An asterisk follows results filed as active; . = not tested or not shown; & = joins results of further samples. Rows were taken by chance; 3.2% or so of the library scored in one or more.

Every second line gives: GalR3 antag, CRFBP-R2 block, SUMO HTRF inh, IDE inh, pCIP destab, VIM-2 inh, IMP-1 inhibitor, NS3 helicase inh, IDE act
COc1ccccc1NC(=O)C(=O)N/N=C(\C)CC(=O)Nc1ccccn1
    1, 1, 2, -1, 1, -1.7, -3.0, 0, -4
CC(C)N(C)Cc1cn(C)nc1-c1ccc(Oc2ccccc2)cc1
    -9, 2, -22, 2, 2, -0.3, -1.4, -24, 7
Cc1ccc(-c2nc(S(=O)(=O)c3ccc(C)cc3)c(N3CCOCC3)o2)cc1
    -8, -1, -5, 0, 3, -2.0, -1.8, 7, -1
CCOc1ccc(Br)cc1C(=O)N/N=C/c1ccccn1
    -10, -4, 13, 1, -7, 0.3, -0.7, -20, 0
Cc1ccc(CNC(=O)C2CCCN(c3nc4ccccc4o3)C2)cc1 (stereo unspecified)
    2, 13, 2, 4, 0, 0.0, -0.8, 2, -3
O=C(CCCOc1ccc(Cl)cc1Cl)Nc1cccnc1
    -6, 30, 6, -2, -2, -7.4, -3.9, -11, 2
Cc1ccc(C(=O)N(C)CC(=O)Nc2cccc(F)c2)cc1S(=O)(=O)N1CCCCC1
    -5, -8, ., 10, ., ., ., ., -6
CCOCCCNC(=O)c1c[nH]c2c(CC)cccc2c1=O
    -1, -7, 10, 1, -20, 1.9, -0.1, -4, 4
CN(c1ccccc1)S(=O)(=O)c1cccc(C(=O)NCC(=O)Nc2ccc(F)c(F)c2F)c1
    -4, 1, ., -2, ., ., ., ., -1
O=C(Nc1ccccc1F)C1CCN(C(=O)NC2CCCCC2)CC1
    -7, -1, -2, -3, -4, -4.6, -3.6, 7, 4

Every second line gives: GalR3 antag, CRFBP-R2 block, SUMO HTRF inh, IDE inh, pCIP destab, VIM-2 inh, IMP-1 inhibitor, NS3 helicase inh, IDE act
CCCNC(=O)c1onc(CSc2ccc(F)cc2)c1C(=O)NCCC
    -4, -6, -3, -1, -7, ., ., ., -4
COc1ccc(/C(O)=C2\C(=O)C(=O)N(c3cc(C)on3)C2c2cccc(OC)c2OC)cc1C (stereo unspecified)
    -3, 48, 14, 1, -5, -2.0, -3.3, 19, -5
CC1CCCCN1C(=O)COC(=O)c1n[nH]c2ccccc12 (stereo unspecified)
    -3, -26, 4, 2, -4, -4.3, -1.4, -8, 4
COc1ccc2nc(-n3c(C)ccc3C)sc2c1
    -2, 5, 16, 4, -10, -4.2, -1.9, 4, -2
COCc1cc(Sc2ccc(Cl)cc2)nc(C)n1
    -4, -15, 3, 1, 12, -3.5, -3.0, -2, 1
CCOC(=O)c1sc(=NC(=O)CCSc2ccccc2)n(C)c1C
    0, 11, -11, -1, -8, 3.8, 0.7, 1, 11
O=[N+]([O-])c1ccc(CN2CCN(c3ccccc3)CC2)o1
    -8, 11, 22, -7, -3, -3.0, -1.4, 1, -2
CCOc1ccc(NC(=O)N(C2CCCCC2)C(C)c2ccncc2)cc1 (stereo unspecified)
    -6, 7, 22, 2, 3, -0.6, -2.3, 10, 0
COc1ccc(N2CCN(CC(=O)Nc3ccc(-n4cnnn4)cc3)CC2)cc1
    -6, 26, -12, 1, -18, 0.2, -2.9, 4, -1
CC(C)C[C@@H](CO)N1CCN(CCc2ccccc2)CCC1=O
    2, 3, -1, 8, -9, -0.9, 0.6, 6, -5

At a glance, 13 of the compounds above.
Every second line gives: GalR3 antag, CRFBP-R2 block, SUMO HTRF inh, IDE inh, pCIP destab, VIM-2 inh, IMP-1 inhibitor, NS3 helicase inh, IDE act
Cc1ccc(CNC(=O)C2CCCN(c3nc4ccccc4o3)C2)cc1 (stereo unspecified)
    2, 13, 2, 4, 0, 0.0, -0.8, 2, -3
O=C(CCCOc1ccc(Cl)cc1Cl)Nc1cccnc1
    -6, 30, 6, -2, -2, -7.4, -3.9, -11, 2
Cc1ccc(C(=O)N(C)CC(=O)Nc2cccc(F)c2)cc1S(=O)(=O)N1CCCCC1
    -5, -8, ., 10, ., ., ., ., -6
CCOCCCNC(=O)c1c[nH]c2c(CC)cccc2c1=O
    -1, -7, 10, 1, -20, 1.9, -0.1, -4, 4
CN(c1ccccc1)S(=O)(=O)c1cccc(C(=O)NCC(=O)Nc2ccc(F)c(F)c2F)c1
    -4, 1, ., -2, ., ., ., ., -1
O=C(Nc1ccccc1F)C1CCN(C(=O)NC2CCCCC2)CC1
    -7, -1, -2, -3, -4, -4.6, -3.6, 7, 4
CCCNC(=O)c1onc(CSc2ccc(F)cc2)c1C(=O)NCCC
    -4, -6, -3, -1, -7, ., ., ., -4
COc1ccc(/C(O)=C2\C(=O)C(=O)N(c3cc(C)on3)C2c2cccc(OC)c2OC)cc1C (stereo unspecified)
    -3, 48, 14, 1, -5, -2.0, -3.3, 19, -5
CC1CCCCN1C(=O)COC(=O)c1n[nH]c2ccccc12 (stereo unspecified)
    -3, -26, 4, 2, -4, -4.3, -1.4, -8, 4
COc1ccc2nc(-n3c(C)ccc3C)sc2c1
    -2, 5, 16, 4, -10, -4.2, -1.9, 4, -2
COCc1cc(Sc2ccc(Cl)cc2)nc(C)n1
    -4, -15, 3, 1, 12, -3.5, -3.0, -2, 1
CCOC(=O)c1sc(=NC(=O)CCSc2ccccc2)n(C)c1C
    0, 11, -11, -1, -8, 3.8, 0.7, 1, 11
O=[N+]([O-])c1ccc(CN2CCN(c3ccccc3)CC2)o1
    -8, 11, 22, -7, -3, -3.0, -1.4, 1, -2

The listing continues:
Every second line gives: GalR3 antag, CRFBP-R2 block, SUMO HTRF inh, IDE inh, pCIP destab, VIM-2 inh, IMP-1 inhibitor, NS3 helicase inh, IDE act
COc1cc(C=C(c2nc3ccccc3s2)c2nc3ccccc3s2)ccc1O
    -1, 6, -11, 27*, -14, -2.1, -2.9, -1, -44
CCNC(=O)N1CCOCC1
    -1, -9, 18, 4, -1, 0.4, -2.5, 9, 6
Cc1c(/C=N/n2cnnc2)c2ccccc2n1CCOc1ccc(Cl)cc1
    -4, -16, 5, -5, -6, -1.9, -1.9, -9, -2
CC(=O)N1CCc2cc(S(=O)(=O)NC(C)c3ccccc3)ccc21 (stereo unspecified)
    -2, -4, -3, 5, -21, -2.2, -4.8, 4, -4
CCC(C)Sc1cc(-c2nc3ccccn3c2NC2CCCCC2)ccc1OC (stereo unspecified)
    -9&-10, -9, ., 3, ., ., ., ., 2
Cc1c(/C(Cc2ccccc2)=N/O)c2ccccc2n1C
    -3, -12, 3, 3, -7, 0.2, -2.0, 1, 4
Cc1ccc(/C(N)=N/OC(=O)c2ccc(F)cc2)cc1
    -4, -12, -4, -6, -22, -1.2, -2.1, 0, 1
O=C1CCC(=O)N(O)CCCCCNC(=O)CCC(=O)N(O)CCCCCNC(=O)CCC(=O)N(O)CCCCCN1
    2, 5, 2, 4, 1, ., ., ., -2
O=C(COc1ccccc1)NCC(=O)N/N=C/c1cccs1
    -4, -2, ., 1, ., ., ., ., 3
O=C(CSc1nc(O)c(Cc2ccccc2)c(=O)n1-c1ccccc1)N1CCOCC1
    -3, -1, 2, 1, -3, -3.2, 1.1, -2, 6

Every second line gives: GalR3 antag, CRFBP-R2 block, SUMO HTRF inh, IDE inh, pCIP destab, VIM-2 inh, IMP-1 inhibitor, NS3 helicase inh, IDE act
O=C(CNc1ccccc1OC(F)F)N1CCc2ccccc21
    -5, 0, 15, 1, 0, -1.2, -3.5, -24, 9
CC(=O)c1cccc(NC(=O)C(C)OC(=O)CCCN=C2NS(=O)(=O)c3ccccc32)c1 (stereo unspecified)
    1, 0, ., -7, ., ., ., ., 5
Cc1ccc(-n2c(N)cc(=O)nc2SCC(=O)N2CCN(c3ccccc3)CC2)cc1C
    -4, -5, 11, 7, -18, -0.6, -0.6, 2, 7
CC(=O)Oc1ccc(Oc2ccc(-c3noc(C)n3)cc2)cc1
    -5, 16, 9, -1, 2, -3.5, -1.8, 0, 7
COCc1ccc(C(=O)NC2CCCN(Cc3ccccc3F)C2)o1 (stereo unspecified)
    -2, -15, 6, 1, -12, -0.1, -2.0, 1, -2
C[Si](C)(C)n1ccnc1
    ., -2, -2, -4, 15, 2.3, 1.8, 14, 2
CC(C)(C)/C(O)=C/c1nc2ccccc2oc1=O
    -1, -8, 17, -3, -17, 0.6, -2.7, 1, 2
Cc1ccsc1C(=O)NCCc1ccco1
    -2, 6, ., 2, ., ., ., ., 2
COc1ccc(NC(=S)N2CCC(C(=O)c3ccc(OC)cc3)CC2)cc1
    -11, 4, 13, 0, -7, -3.3, -4.2, 7, -2
O=C(/C=C/Nc1ccc(S(=O)(=O)Nc2cnc3ccccc3n2)cc1)c1cccnc1
    -3, 3, 15, 4, -10, -2.1, -2.5, -2, 0

Every second line gives: GalR3 antag, CRFBP-R2 block, SUMO HTRF inh, IDE inh, pCIP destab, VIM-2 inh, IMP-1 inhibitor, NS3 helicase inh, IDE act
CN[C@H]1CCc2cc(OC)c(OC)c(OC)c2-c2ccc(N(C)CC(OC)OC)c(=O)cc21
    -6, 3, 13, -11, -12, -1.5, 3.6, 7, 1
COC(=O)CNC(=O)COC(=O)/C=C/c1cccs1
    -3, 16, 2, -5, 4, 0.6, 0.1, -2, 1
O=C(OCc1nc2ccc(Cl)cc2n1CCO)c1ccc(O)cc1
    -7, -28, 1, 0, -6, 0.2, -4.5, 6, -1
CCOC(=O)c1cc(-c2ccc(/C=C3/C(=O)N(c4ccc(C(=O)O)cc4)N=C3C)o2)ccc1Cl
    -11, 13, 50, -6, -6, -3.7, -3.9, 17, -5
COc1ccc(Cc2nnc(NC(=O)CSc3ccc(C)cc3)s2)cc1OC
    ., -76, 18, 5, -10, -2.1, -1.8, -7, 0
CN(C)S(=O)(=O)c1ccc(N2CCCC2)c(C(=O)Nc2ccccc2)c1
    -2, 3, ., 1, ., ., ., ., 3
CCn1c(SCC(=O)N/N=C/C=C/c2ccccc2[N+](=O)[O-])nnc1-c1ccccc1
    -2, 2, 1, 1, -5, 0.5, -2.4, -6, -1
Nn1c(Cc2ccc(F)cc2)n[nH]c1=S
    3, 6, -13, 3, -4, -2.5, -2.7, 8, 0
CSCCC(NC(=O)COc1ccccc1)C(=O)N1CCCCC1 (stereo unspecified)
    -4, -5, -15, -1, -31, -2.0, -2.3, -2, 3
